Bioassay records: PubChem BioAssay, National Center for Advancing Translational Sciences (NCATS)
Nrf2 ARE act: activates Nrf2 signaling | AREc32 ARE-luciferase reporter (MCF7-derived line), luminescence, 24 h | AID 624171 | 0.31% of 410,000 active | Potency, µM (highest dose often 46.1 µM), for inactives: top-dose activation, actives largely listed as activators; note: potency is the fitted concentration of half-maximal effect; % of control where 0% means no effect; nearly all actives have a fitted effect of over 65% in size
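AREc32 cells carrying an ARE-driven firefly luciferase reporter were seeded at 1000 cells/well in OPTI-MEM with 5% FBS, then exposed to compound for 24 hr at 37 deg C. Luminescence was read with Steady-Glo after 30 min at RT.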
TGFb inhibitor: TGF-b pathway inhibition. HepG2 CAGA-GFP TGF-b/SMAD3 reporter, GFP fluorescence, 18 h; TGF-beta stimulated, 500 pg/mL final. Potency, µM (doses to about 46.1 µM), for the others: top-dose activity, negative = inhibition, most hits filed as inhibitors. 1.2% of 410,000 active; note: potency is the fitted concentration of half-maximal effect; % is set by controls: 0 for no effect and ±100 for the full control effect; nearly all actives have a fitted effect of over 65% in size
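TGF-beta reporter screen: HEPG2 CAGA-GFP, 1% FBS, 500 pg/mL TGF-beta final, 18 h; per-cell GFP summed per well; curves fitted and categorized by class.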
Nrf2 inh: blocks Nrf2 signaling. A549 ARE-Fluc reporter, luciferase luminescence, 18-24 h. Potency, µM (doses to about 46 µM), without a hit: top-dose activity change, negative = inhibition, usual class: inhibitors. 2.1% of 360,000 active. AID 504444; note: potency is the fitted concentration of half-maximal effect; % is set by controls: 0 for no effect and ±100 for the full control effect; nearly all actives have a fitted effect of over 60% in size
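Two sequential reads on A549 ARE_Fluc cells exposed to compound for 18-24 h: a CellTiter-Fluor fluorescence read for viability, then a luciferase luminescence read for Nrf2/ARE activity.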
S2 tox: viability counter-screen for ATXN expression inhibitors; S2 cells (HEK-293 line with an ATXN2-luciferase reporter) viability, CellTiter-Fluor protease fluorescence, 24 h; Potency, µM (top dose mostly 56.7 µM), most hits filed as cytotoxic; 0.49% of 400,000 active; note: potency is the fitted concentration of half-maximal effect; nearly all actives have a fitted effect of over 40% in size
HepG2 viability: kills HepG2 cells in TGF-b inhibitor counter-screen; 0.76% of 410,000 active; HepG2 CAGA-GFP viability, ATP luminescence, 18 h; Potency, µM (highest dose often 46.1 µM), for the others: at the top dose activity change, negative = cytotoxicity, usual class: cytotoxic; AID 588856; note: potency is the fitted concentration of half-maximal effect; some results filed as inactive show a strong effect at the top dose
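CellTiter-Glo luminescence gave cytotoxicity after 18 hours at 37 degrees C. The cells were HepG2 CAGA-GFP in 1% FBS DMEM, stimulated with 500 pg/mL TGF-beta after compound addition. %Activity was normalised to no-cell wells (complete cell-killing) and DMSO (no toxicity), and curves were fitted and classified.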
pAkt inh: blocks phosphorylation of Akt; activity change, % for hits at 50 µM; Neuro2A IGF-stimulated pAkt S473 HTRF, 20 min; active compounds read low; 0.32% of 360,000 active; AID 651550; in the data active = activity change below about -80%; inconclusive = mostly about -51% to -80%; note: % is set by controls: 0 for no effect and ±100 for the full control effect
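Neuro2A cells (4,500/well, DMEM with 0.5% FBS) were treated with compound at a single 50 µM final concentration, stimulated with 6 nM IGF for 20 min at 37 °C, and lysed. Phospho-Akt Ser473 was read by HTRF as 665/615 ratio ×10^4.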
A549 viability: A549 cytotoxicity, counter-screen for Nrf2 inhibitors | A549 ARE-Fluc cells, CellTiter-Fluor viability, 18-24 h | 0.16% of 390,000 active | Potency, µM (top dose mostly 46 µM), without a hit: top-dose activity change, negative = cytotoxicity, usual class: inhibitors; note: potency is the fitted concentration of half-maximal effect; % is set by controls: 0 for no effect and ±100 for the full control effect
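Cytotoxicity counterscreen: CellTiter-Fluor fluorescence was measured in A549 ARE_Fluc cells after 18-24 h of compound exposure in a concentration series. The subsequent BugLite luminescent read reports ARE-luciferase activity.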
CCT modulator: changes cytosolic chaperonin activity. activity change, % (test concentration not listed), hits read low. purified chaperonin ATPase assay, HTRF ADP detection, 30 min. 0.3% of 360,000 active; in the data active = activity change below about -30%; note: % is set by controls: 0 for no effect and ±100 for the full control effect
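TRiC (40 or 20 nM final, by batch activity) in 30 mM Tris pH 7.4, 100 mM KCl, 5 mM MgCl2, 1 mM DTT was treated with compound at 76 uM single dose, then 10 uM ATP, 30 min at 37 °C. ADP was read by HTRF Transcreener.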
Mm-Cpn inhibitor: M. maripaludis TRiC chaperonin inhibition. 0.031% of 330,000 active. purified Mm-Cpn ATPase, ADP Transcreener TR-FRET. AID 504842. Potency, µM (titrated, usually from 76.9 µM), inactives show top-dose activity, negative = inhibition, usual class: inhibitors; note: potency is the fitted concentration of half-maximal effect; % is set by controls: 0 for no effect and ±100 for the full control effect; nearly all actives have a fitted effect of over 80% in size
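Compound-treated chaperonin, 25 nM final, turns over 10 uM ATP at 37°C for 30 min following a 10 min preincubation; ADP generated competes with ADP-d2 for Eu-cryptate antibody, lowering FRET.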
Active calls of the source: *; i = inactive; ? = inconclusive; / = not tested or not shown; [ ] = another dose, or the depositor's remark. Unless noted, calls come from the whole dose curve; as a rule, active = well fitted curve in the direction sought with a large enough effect; inconclusive = small, poorly fitted or top-dose-only effect, or another doubt; inactive = no such curve, though single readings can be large; an effect the other way counts as inactive or inconclusive.

SMILES	Nrf2 ARE act	TGFb inhibitor	Nrf2 inh	S2 tox	HepG2 viability	pAkt inh	A549 viability	CCT modulator	Mm-Cpn inhibitor
CCCCNC(=O)CNC(=S)N(Cc1ccccc1F)C1CCCCC1	-0.2%	11%	?	i	-15%	i	-17%	-0.5	0%
C[C@H](NC(=O)c1cc2cc(Cl)ccc2n1C)C(=O)N[C@@H](C(=O)O)c1ccccc1	-0.6%	0%	15%	i	0%	i	-2%	1.2	-1%
CCN(CC(=O)Nc1ccc2c(c1)OCCO2)C(=O)c1ccc(C(F)(F)F)cc1	2.3%	-5%	?	i	2%	i	-3%	-0.2	2%
COc1ccc(CN2C(=O)C(CC(=O)NC3CCCC3)CC(C(=O)N3CCOCC3)=C2C)cc1 (stereo not drawn)	0.5%	3%	/	i	-35%	i	/	-1.1	/
O=C(NNc1ccccn1)C(=O)NNS(=O)(=O)c1ccc(F)cc1	-0.2%	-20%	?	i	-26%	i	-19%	1.9	5%
COc1ccc(C)cc1NC(=O)C(NS(=O)(=O)c1cccc2nsnc12)c1ccccc1 (stereo not drawn)	0.2%	-30%	9%	i	-5%	/	8%	/	/
COc1ccc(OC)c(CN2CCN(C(=O)c3ccc(S(=O)(=O)Nc4ccccc4F)cc3)CC2)c1	0.0%	-4%	?	i	-8%	i	-8%	-0.3	0%
COc1ccc(Nc2nnc(Cc3ccncc3)c3ccccc23)c(OC)c1	0.1%	-7%	-22%	i	-10%	i	-1%	-4.1	-2%
CCOC(=O)c1ccc(N2C(=O)CC(Sc3nc(C)cc(C)n3)C2=O)cc1 (stereo not drawn)	0.0%	-3%	5%	i	-21%	i	-12%	-1.6	3%
Cc1oc(/N=C/c2ccccc2)c(C#N)c1C	2.2%	5%	-1%	i	-5%	i	2%	-1.7	-5%
O=C1NCCCCC1NS(=O)(=O)c1ccc(Cl)cc1 (stereo not drawn)	-0.1%	4%	-6%	i	1%	i	0%	1.9	-2%
COc1cc(Cl)c(C)cc1NC(=O)c1ccccc1-n1cnnn1	0.0%	17%	-7%	i	-3%	i	0%	-0.8	2%
CCOc1ccc(Cc2nnc(SCC(=O)Nc3ccccc3)n(N)c2=O)cc1	5.4%	-18%	-7%	i	4%	i	-10%	-0.3	-2%
COC(c1ccccc1)c1nnc(CCC(=O)N2CCN(CCOc3ccccc3)CC2)o1 (stereo not drawn)	2.9%	-21%	1%	i	-6%	i	2%	2.9	0%
O=C(Nc1ccc(Br)cc1F)c1ccc2nsnc2c1	3.5%	2%	0%	i	-2%	i	-4%	-5.9	0%
COCCn1c(C23CC4CC(CC(C4)C2)C3)n[nH]c1=S	0.1%	-5%	/	i	-2%	i	6%	-1.8	1%
COc1ccc(CNC(=O)CCN2C(=O)[C@@H]3Cc4ccccc4CN3C2=O)cc1	-0.1%	3%	-5%	i	-1%	i	-5%	-0.6	1%
Cc1ccc(S(=O)(=O)N2CCN(C(=O)COC(=O)CCOc3ccc(C(C)(C)C)cc3)CC2)cc1	1.7%	12%	1%	?	-4%	i	10%	2.3	0%
Cc1sc(NC(=O)C2CC(Cl)=CCC2C(=O)O)c(C#N)c1C (stereo not drawn)	-0.5%[9.22 µM]	2%	6%	i	2%	i	-2%	0.3	0%
N#Cc1ccccc1C[C@H](N)C(=O)NC[C@H]1O[C@@H](n2cnc3c(N)ncnc32)[C@H](O)[C@@H]1O	0.4%	-11%	/	i	1%	i	/	0.5	/
CC1CN(c2ccc([N+](=O)[O-])cc2C#N)CC(C)O1 (stereo not drawn)	2.9%	3%	-19%	?	-17%	i	?	-1.8	1%
CCCCN(C)C(=O)CSc1nc2ccccc2nc1Cc1ccc(C)cc1	-0.5%	?	/	?	-40%	/	0%	/	/
Oc1ccccc1Oc1ncc(Br)c(Cl)n1	?	3%	4%	i	-1%	i	0%	-1.7	0%
Cc1ccc(S(=O)(=O)N2CCOCC2)cc1C(=O)OC1CCOC1=O (stereo not drawn)	-0.6%	7%	7%	?	0%	i	-1%	-2.1	1%
O=C(Cn1c(SCc2cccc(F)c2)nc2ccncc21)Nc1ccc(Cl)cc1F	-1.0%	-22%	28%	?	-36%	/	-2%	/	/
CC(C)Oc1ccccc1-c1nc(SCC(=O)c2ccc(F)cc2)n[nH]1	2.6%	-27%	?	i	-37%	/	-3%	/	/
NS(=O)(=O)c1ccc(CCNCc2cc(Br)ccc2OCc2ccccc2F)cc1	0.0%	?	-4%	i	-85%	i	0%	0.1	3%
CC(=O)CSc1ncnc2c1cnn2-c1ccccc1	-0.6%	7%	?	i	-8%	i	-1%	-1.3	4%
CCCCNC(=S)NNC(=O)c1c(C)nc2ccccn12	0.1%	-3%	-3%	i	-1%	i	1%	-1.3	2%
CCOC(=O)[C@]12CCC=C1N(CCC1=CCCCC1)C(=O)[C@H](CC(=O)NCC1CCCCC1)C2	7.3%	/	/	i	/	i	/	-0.7	/
CCCCn1c(N)c(N(CC(C)C)C(=O)c2c(CC)noc2C)c(=O)[nH]c1=O	0.1%	13%	-4%	i	18%	i	0%	2.3	1%
CC(C)(C)NC(=O)CN(C(=O)CS(=O)CC(=O)Nc1ccc(F)cc1)c1ccc(Cl)cc1 (stereo not drawn)	0.4%	-6%	/	i	3%	i	2%	0.4	-5%
CS(=O)(=O)Nc1ccc(C(=O)N2CCN(c3ccccc3F)CC2)cc1	-0.4%	-4%	9%	i	2%	i	3%	-4.1	-4%
Cc1ccc(N=C2NC(=O)/C(=C/c3cccn3C)S2)cc1C	10%	3%	-3%	i	-2%	i	?	-0.8	-12%
CSc1nc(-c2ccc(F)cc2)cc(=O)[nH]1	0.4%	19%	6%	i	17%	i	0%	-1.2	1%
COc1cccc2sc(NNC(=O)c3nc4ccccc4s3)nc12	13%	?	?	i	-50%	i	-13%	-2.7	0%
CCOC(=O)C1=C[C@@H](CC)N(S(=O)(=O)c2ccccc2)[C@H]1c1ccccc1	5.7%	?	/	i	-6%	i	/	-1.2	/
O=C(NC1CCN(C(=O)Nc2ccc(F)cc2)CC1)c1ccccc1F	-1.2%	-3%	1%	i	-12%	i	1%	-0.8	2%
CCOC(=O)Nc1ccc2c(c1)N(C(=O)N1CCN(C)CC1)c1ccccc1CC2	-2.6%	-19%	11%	i	-35%	i	7%	-1.6	-7%
O=C(NCc1ccco1)c1ccc2c(=O)n(CCC3=CCCCC3)c(=O)[nH]c2c1	-0.3%	3%	-4%	i	8%	i	-4%	-13	-1%

3 successive entries from above, for reference:
SMILES	Nrf2 ARE act	TGFb inhibitor	Nrf2 inh	S2 tox	HepG2 viability	pAkt inh	A549 viability	CCT modulator	Mm-Cpn inhibitor
CCCCn1c(N)c(N(CC(C)C)C(=O)c2c(CC)noc2C)c(=O)[nH]c1=O	0.1%	13%	-4%	i	18%	i	0%	2.3	1%
CC(C)(C)NC(=O)CN(C(=O)CS(=O)CC(=O)Nc1ccc(F)cc1)c1ccc(Cl)cc1 (stereo not drawn)	0.4%	-6%	/	i	3%	i	2%	0.4	-5%
CS(=O)(=O)Nc1ccc(C(=O)N2CCN(c3ccccc3F)CC2)cc1	-0.4%	-4%	9%	i	2%	i	3%	-4.1	-4%

(continued)
SMILES	Nrf2 ARE act	TGFb inhibitor	Nrf2 inh	S2 tox	HepG2 viability	pAkt inh	A549 viability	CCT modulator	Mm-Cpn inhibitor
Cc1ccnc(NC(=O)CCC(=O)N(CC(=O)NCCc2ccccc2)Cc2ccco2)c1	0.0%	26%	/	i	0%	i	-2%	0.9	3%
CC(=O)Nc1cccc(/C(C)=N/Nc2nc3ccccc3s2)c1	14%	-7%	?	i	-30%	i	-4%	-0.8	1%
Cc1ccc(/C=N/NC(=O)C(NC(=O)c2ccccc2)c2n[nH]c(=O)c3ccccc23)cc1 (stereo not drawn)	4.7%	0%	?	i	-27%	i	-4%	2.4	1%
Cc1cc(NC(=O)Cn2nnc(-c3ccccc3NC(=O)c3ccccc3F)n2)no1	0.3%	-14%	-7%	i	2%	i	0%	-2.5	3%
Cc1ccc(S(=O)(=O)NCCC(=O)NCCCSc2ccccc2)cc1	2.8%	-18%	-34%	i	-9%	i	5%	2.6	1%
COc1ccc(C(c2c(O)nc(SC)n(C)c2=O)c2c(O)nc(SC)n(C)c2=O)cc1O	-0.7%	-9%	7%	i	-12%	i	-8%	-0.2	4%
CCOC(=O)Nc1sc(NS(=O)(=O)c2ccccc2)nc1C	2.7%	8%	4%	?	0%	i	14%	-3.3	-2%
N#Cc1c(N)nc(N)nc1Nc1ccc(Br)cc1	13µM*	-5%	?	i	-5%	i	-6%	-0.8	-6%
Cc1cc(Oc2ccccc2)nc(OCC#N)n1	0.2%	8%	17%	i	-2%	i	0%	-0.5	1%
O=C(O)CCc1ccc(-c2ccc(Br)cc2)n1-c1cccc(O)c1	3.5%	-16%	22%	i	-16%	i	?	-2.1	0%
Cc1ccc(-c2nc(NC(=O)c3nn(C)cc3[N+](=O)[O-])sc2C)cc1C	?	?	26µM*	i	-80%	i	-21%	0.6	2%
COc1ccccc1C(=O)NCCC(=O)N1CCN(S(=O)(=O)c2cccc(Cl)c2)CC1	0.1%	-5%	-19%	/	2%	i	0%	-1.4	1%
CCCCCn1c(N(C)Cc2ccccc2)nc2c1c(=O)[nH]c(=O)n2C	0.1%	?	?	?	-28%	i	-4%	2.3	-3%
O=[N+]([O-])c1cc(Br)c2nsnc2c1N1CCOCC1	?	?	2%	?	-4%	i	-20%	0.9	1%
O=C1c2ccccc2NC(c2ccccn2)N1c1ccc(Cl)cc1 (stereo not drawn)	7.9%	3%	?	i	7%	i	8%	-11	-4%
CCCCNc1nc2ccccc2n1CC(=O)N1CCc2ccccc2C1	-0.6%	?	16%	?	-23%	i	-2%	0.2	0%
Cc1ccc(Nc2cc(C(=O)NCCc3ccccc3)c3ccccc3n2)c(C)c1	0.2%	3%	12%	i	-8%	/	18%	/	/
